From PubChem
ERK EGF block: inhibitors of EGF-stimulated ERK signaling pathway. HEK293-V1b, EGF-stimulated phospho-ERK AlphaScreen. Potency, µM (top dose mostly 11.5 µM), for the others: top-dose activity change, negative = inhibition, hits mostly inhibitors. 130,000 tested, 0.41% active. AID 1454; active = well fitted inhibition curve with a large enough effect; inconclusive = small, poorly fitted or top-dose-only effect, or effect the other way;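 also: plate controls were stimulated vehicle wells for no effect and unstimulated vehicle basal for full effect; nearly all actives have a fitted effect of over 55% in size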
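In this qHTS, HEK293 cells with stable type-1 vasopressin (V1b) receptor were exposed to compound at 37C for 30 min, stimulated 5 min with EGF at 25 nM, lysed, and probed for phospho-ERK by AlphaScreen.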
* marks the source's active call; other numbers are inactive results; ? = inconclusive; & = joins results of further samples; [ ] = remark or other dose. Potency is read from the fitted curve at half-maximal effect.

A first look, three compounds:
ERK EGF block,mol
-8%,CCC(Sc1nc2cc(OC)c(OC)cc2c(=O)n1CCc1ccc(OC)c(OC)c1)C(=O)NCCOC (configuration not stated)
8%,CNC(=S)N(Cc1ccco1)Cc1cc2cc3c(cc2[nH]c1=O)OCCO3
9%[57.5 µM],CC(C)(C)C(=O)O/N=C(\N)c1ccc(Oc2cc(Cl)cc(Cl)c2)c([N+](=O)[O-])c1

Main list, from the first entry:
ERK EGF block,mol
-8%,CCC(Sc1nc2cc(OC)c(OC)cc2c(=O)n1CCc1ccc(OC)c(OC)c1)C(=O)NCCOC (configuration not stated)
8%,CNC(=S)N(Cc1ccco1)Cc1cc2cc3c(cc2[nH]c1=O)OCCO3
9%[57.5 µM],CC(C)(C)C(=O)O/N=C(\N)c1ccc(Oc2cc(Cl)cc(Cl)c2)c([N+](=O)[O-])c1
0%[57.5 µM],CCc1ccc(-n2c(SCC(=O)N3Cc4ccccc4CC3C(=O)O)nnc2-c2ccncc2)cc1 (configuration not stated)
4%[57.5 µM],CC1(C#CC[N+]2(C)CCCCC2)CCC2C(O1)c1ccccc1OC2(C)C (configuration not stated)
-5%,Cc1c(/C=N/NC(=O)COc2ccccc2[N+](=O)[O-])c2ccccc2n1C
-12%,CCC(=O)Nc1c(S(=O)(=O)c2ccccc2)c2nc3ccccc3nc2n1Cc1ccccc1
?,NNC(=O)C(=O)Nc1ccc(O)cc1
?,CC1(C)Nc2ccc(O)cc2-c2c1ssc2=S
8%,O=c1c2ccccc2nc(-c2ccccc2Cl)n1O

5 compounds out of the list, ordered by heavy-atom count, descending:
ERK EGF block,mol
-8%,CCC(Sc1nc2cc(OC)c(OC)cc2c(=O)n1CCc1ccc(OC)c(OC)c1)C(=O)NCCOC (configuration not stated)
0%[57.5 µM],CCc1ccc(-n2c(SCC(=O)N3Cc4ccccc4CC3C(=O)O)nnc2-c2ccncc2)cc1 (configuration not stated)
-5%,Cc1c(/C=N/NC(=O)COc2ccccc2[N+](=O)[O-])c2ccccc2n1C
8%,O=c1c2ccccc2nc(-c2ccccc2Cl)n1O
?,NNC(=O)C(=O)Nc1ccc(O)cc1

Next section
ERK EGF block,mol
-4%[57.5 µM],CCCCCc1cc(=O)oc2c(C(CCN3CCCCC3)c3ccc(OC)cc3)c(OC)cc(OC)c12 (configuration not stated)
5%[57.5 µM],CC(C)Cc1cc(C(=O)Nc2ccc(Br)cc2)no1
-4%,Cc1nn(-c2ccc(Cl)nn2)c(=O)c2ccccc12
0%,CN1C(=O)COc2ccc(C(=O)c3oc4ccccc4c3-c3cnc4c(c3)COc3ccccc3-4)cc21
7%[57.5 µM],Cc1ccc(/C(O)=C/c2nc3cc(C)ccc3oc2=O)cc1
-10%[57.5 µM],Cc1cc(C(=O)N/N=C/c2cc(Cl)cc([N+](=O)[O-])c2O)n[nH]1
5%[57.5 µM],O=C(Nc1ccc(Cl)cc1)Nc1ccc(N2CCC(C(F)(F)F)CC2)nc1
-5%,O=C(CSc1nc(-c2cccs2)cc(C(F)(F)F)n1)Nc1cc(OCC(F)(F)F)cc([N+](=O)[O-])c1
-2%[57.5 µM],CC(=O)Nc1ccc(N/C=C2/CCCC2=O)cc1
1%,O=C(NCCN1CCOCC1)c1cccnc1SCc1ccccc1Cl

Next results.
ERK EGF block,mol
14%,CCC(=O)c1c(O)cc(O)cc1O
2%,O=C1CC(c2ccccc2)CC(O)=C1C=NCCCN1CCOCC1 (configuration not stated)
2%,Cc1nn(CC2CC2)c(=O)n1-c1ccc(F)cc1
-4%,N/C(=N\O)c1ccccc1-n1cccc1
0%,CCCCc1n(CC(=O)c2ccc(Cl)cc2)c2ccccc2[n+]1C
0%,Cc1ccc(-c2nn(-c3ccccc3)cc2C(=O)NN2CCN(C)CC2)cc1
-1%,COc1ccc(-n2c(Cn3nnc4ccccc43)n[nH]c2=S)cc1
-9%[57.5 µM],CC(=O)N/C(N)=N/c1nc(=O)c2ccccc2s1
4%&16%,CC(=O)OCC1=C(C(=O)O)N2C(=O)[C@@H](NC(=O)Cc3cccs3)[C@H]2SC1
-2%,COc1ccc(/C(O)=C2/C(=O)C(=O)N(CCN(C)C)C2c2cccnc2)cc1OC (configuration not stated)

The results go on.
ERK EGF block,mol
4%,O=C(NC1CCN(Cc2ccccc2)CC1)c1ccc(Cn2c(=S)[nH]c3ccc(N4CCOCC4)cc3c2=O)cc1
-9%,C/C(CCN1CCCCc2nc(C)c(C)cc21)=N\OC[C@@H](O)[C@H]1O[C@@H]2OC(C)(C)O[C@@H]2[C@H]1O
-12%[57.5 µM],CC(=O)c1nnn(-c2ccc(Cl)cc2C#N)c1C
10%,CC(C)CC(NC(=O)C1CCC(C)CC1)C(=O)NCc1ccco1 (configuration not stated)
4%,O=c1oc2cc(O)ccc2s1
-4%,COc1ccccc1NC(=O)COC(=O)Cc1c[nH]c2ccccc12
-1%,CCOC(=O)C1ON2CCCCC2C1(O)C(F)(F)F (configuration not stated)
-8%,COc1cccc([C@@H]2Oc3ccc(Br)cc3C(=O)[C@H]2OC(=O)NCCc2ccc(OC)c(OC)c2)c1
0%,COc1ccc(CCCC(=O)N/N=C\c2cccs2)cc1
-10%,CC(=O)c1cccc(S(=O)(=O)NCC2CCCCC2)c1

New compounds follow.
ERK EGF block,mol
-1%[57.5 µM],Cc1oc(C(C)(C)C)cc1C(=O)Nc1ccc(N2CCOCC2)cc1
4%,Cc1ccccc1-n1c(Cn2c(=O)sc3ccccc32)nnc1SCC(=O)Nc1nccs1
6%,COCCn1c(SCC#N)nnc1-c1ccc([N+](=O)[O-])cc1
1%,c1ccc(Cn2nnnc2C(c2cccs2)N2CCCCCC2)cc1 (configuration not stated)
2%,CCOc1ccc(-c2nc(CCl)cs2)cc1
-2%,CN1CCN(NC(=S)Nc2ccccc2)CC1
10%,CC(=O)c1ccc(Oc2cc(C(F)(F)F)cnc2C(N)=O)cc1
-3%,Cc1ccc(NC(=S)N(CCN2CCCCC2)Cc2ccco2)cc1C
6%,O=C(CNS(=O)(=O)c1ccc(Br)cc1)OCc1cc(=O)n2cc(Br)ccc2n1
0%,COc1cc(/C=N/NC(=O)CN2CCOCC2)ccc1OCc1ccccc1

Other compounds
ERK EGF block,mol
7%,CCOC(=O)N1CCN(C(=O)COc2cccc3c2CCN(Cc2ccc(F)cc2)C3=O)CC1
3%,Cc1ccc(S(=O)(=O)N2CCOCC2)cc1NC(=O)COC(=O)CNC(=O)c1ccccc1
-1%[57.5 µM],COc1ccc2c(c1)CC[C@@H]1[C@@H]2CC[C@]2(C)C(=O)CC[C@@H]12
1%,O=C(CCc1nnc(-c2ccccc2)o1)NCc1cc(F)ccc1F
-14%,CC1OCC23CC[C@@]4(C)CCC(C)(C)C[C@H]4[C@]2(C)CCC12C3CC[C@@]1(C)C2C(=O)CC(=O)[C@@H]1C (some centres not stated)
3%,Cc1ccc(NC(=O)c2cc3c(s2)CCCC3)cc1S(=O)(=O)Nc1ccccc1Cl
7%,Cn1c(N)c(C(=O)COC(=O)c2cccnc2Cl)c(=O)n(C)c1=O
0%,CC1CC(=O)C(C2c3ccccc3CCN2C(=O)CCl)C(=O)C1 (configuration not stated)
0%,CCn1c2ccccc2c2cc(NC(=O)COC(=O)c3cc(OC)c(OC)cc3OC)ccc21
12%,Cc1cc(C)cc(NC(=O)N2CCCC2C(=O)NCc2ccco2)c1 (configuration not stated)

As a working copy, part of the list above:
ERK EGF block,mol
0%,CC1CC(=O)C(C2c3ccccc3CCN2C(=O)CCl)C(=O)C1 (configuration not stated)
0%,CCn1c2ccccc2c2cc(NC(=O)COC(=O)c3cc(OC)c(OC)cc3OC)ccc21
12%,Cc1cc(C)cc(NC(=O)N2CCCC2C(=O)NCc2ccco2)c1 (configuration not stated)

Next results follow.
ERK EGF block,mol
6%,Cc1ccc(/C=N/NC(=O)CNC(=O)c2ccc(S(=O)(=O)N(C)C)cc2)cc1
-4%,CCCCCCCCNC(=S)NCCN1CCCCC1
?,COc1ccc(N2CCN(c3nc(Nc4ccc(C)c(F)c4)nc(N4CCCC4)n3)CC2)cc1
?,Clc1cnc2nc(SC/C=C/c3ccccc3)[nH]c2c1
0%,CCCCC/C=C\C/C=C\C/C=C\C/C=C\CCCCCC(=O)NCC(=O)O
-2%,O=S(=O)(c1ccccc1)N(CC1CO1)c1ccccc1 (configuration not stated)
7%,NC1=C(c2ccc([N+](=O)[O-])cc2)C(=O)CO1
-2%,NC(=O)COc1ccccc1C(=O)O
5%,CNC(=O)c1ccc(Nc2nnc(-c3ccc(C)c(S(=O)(=O)NCC4CCCO4)c3)c3ccccc23)cc1 (configuration not stated)
?,N#Cc1c(N)nc2c(c1-c1ccc3c(c1)OCO3)CCc1ccccc1-2

(further entries)
ERK EGF block,mol
-2%,CC(=O)c1ccc(NC(=O)CSc2ccc3nnc(-c4cccnc4)n3n2)cc1
?,CC(C)(C)c1ccc(C(=O)Nc2ccc(Oc3cccnc3)nc2)cc1
-5%,O=c1c2ccccc2ncn1CCOCCOc1cccc(Br)c1
16%,N=S(=O)(O)Cc1noc2ccccc12
?,COc1ccc(N=C(C)c2sc3ccccc3c2O)cc1
0%[57.5 µM],COc1ccc(-c2cc(=O)c3cc(O)ccc3o2)cc1
-2%,Cc1cc([N+](=O)[O-])nn1CCCC(=O)Nc1cc(Oc2ccccc2)cc([N+](=O)[O-])c1
-14%,CC(=O)O[C@@H]1CC2C(C)(C)C(=O)C=C[C@]2(C)C2CC[C@]3(C)C(=CC[C@H]3C3CO[C@@H](C(C)(C)O)[C@H](O)C3)[C@@]21C (some centres not stated)
-8%[57.5 µM],CC(C)C[C@H](NC(=O)NC(C)C)C(=O)O
0%,O=C(c1ccccc1[N+](=O)[O-])N1CC2C3C=CC(C3)C2C1 (configuration not stated)

Further records follow:
ERK EGF block,mol
-12%,COC(=O)C1C(=O)C2=C(CC1C)Nc1ccccc1NC2c1ccc(C)s1 (configuration not stated)
0%,Cc1ccc(C)c(SCC(=O)OC/C(O)=C(\C#N)c2nc3ccccc3[nH]2)c1
4%,CN(C)CCCOc1cccc(Cl)c1
-4%,O=C(CN1CCC(n2nnc3cc(C(F)(F)F)ccc32)CC1)NCc1cccs1
-1%,Cc1ccc(NC(=O)c2c(C(=O)Nc3ccccc3)sc3nc(C)cc(=O)n23)cc1
2%&2%,CN(C)/C=N/c1cc(=O)n(Cc2ccccc2)c(=O)n1C
-4%,CC1C/C(=C/c2ccccn2)C(=O)/C(=C/c2ccccn2)C1 (configuration not stated)
-1%,Fc1ccccc1-c1nc2ccccc2[nH]1
-17%,COc1ccc(NC(=O)c2sccc2OS(=O)(=O)N(C)C)cc1
-1%,O=C(/C=C/c1ccccc1)NCC(=O)N/N=C\c1cccnc1

(continued)
ERK EGF block,mol
?,CCOc1ccc(Nc2cc(C)nc3nc(C)nn23)cc1
-3%&-9%,N=C(N)SCCc1cnc[nH]1
9%[57.5 µM],C/C(=N\NS(=O)(=O)c1ccc([N+](=O)[O-])cc1)c1cccs1
-11%[57.5 µM],COC(C[C@@H](O)C[C@@H](O)COCc1ccccc1)OC
-18%[57.5 µM],CCOC(=O)C1=C(C)Nc2nc3ccccc3n2C1c1ccc(O)cc1 (configuration not stated)
-11%,CCNC(=O)Cn1cc(C#N)c2ccccc21
-8%,C=C1C(=O)O[C@@H]2C3OC3(C)CC/C=C(\C)CC[C@@H]12 (some centres not stated)
1%[57.5 µM],CCOc1ccc(NS(=O)(=O)c2ccc3[nH]cc(C(=O)NCC4CCCO4)c(=O)c3c2)cc1 (configuration not stated)
38%[57.5 µM],CCN(CC)S(=O)(=O)c1cccc(NC(=O)CCNC(=O)c2ccc([N+](=O)[O-])cc2)c1
5%,C=CCN=C1NN=C(c2ccc3c(c2)OCCO3)CS1

More results
ERK EGF block,mol
7%,O=C(N/N=C/c1cccc(OCc2ccccc2)c1)c1ccc(Br)cc1
?,COc1cc(OC)c2c(C)cc(=O)oc2c1C(CCN1CCN(c2ccccc2)CC1)c1ccc2c(c1)OCO2 (configuration not stated)
1%[57.5 µM],COc1ccc(-c2[nH]ncc2CN2CCC(O)(c3ccc(Cl)cc3)CC2)cc1
-11%,C/C(=N\Nc1nc(-c2cc(C)ccc2C)cs1)c1cc2c(ccc3ccccc32)oc1=O
-1%,CCC(C)[C@H](NC(=O)NCCCn1ccnc1)C(=O)OC (some centres not stated)
-4%,CCOC(=O)c1c(C)[nH]c(C)c1C(=O)COC(=O)c1cc2ccccc2cc1OC
7%[57.5 µM],O=C(C1=NN[C@@H]2C(=O)N(Cc3ccccc3)C(=O)[C@H]12)c1ccc(F)cc1
-1%,COc1ccc(C(=O)NC(=S)Nc2ccc(Cc3ccncc3)cc2)cc1
-5%,OCCC1CN(Cc2ccc(Oc3ncccn3)cc2)CCN1CCc1ccccc1 (configuration not stated)
-8%[57.5 µM],O=C(COC(=O)c1ccc(O)cc1O)NCCN1C(=O)CSC1=O

Next compounds follow:
ERK EGF block,mol
3%,Cc1c(-c2ccccc2)oc2c(C(=O)OCC(=O)Nc3ccc(F)cc3)cccc2c1=O
4%,O=C(NCCCN1CCOCC1)c1ccc([N+](=O)[O-])cc1[N+](=O)[O-]
-7%,CC1CN(CC(O)COCc2ccc3c(c2)OCO3)CC(C)O1 (configuration not stated)
0%[57.5 µM],CC1CC(C)CN(CCCNC(=O)C2CCN(c3ncnc4c3sc3cccc(F)c34)CC2)C1 (configuration not stated)
-7%[57.5 µM],NC(=O)COc1cccc(/C=N/NC(=O)c2ccc(-n3cccc3)cc2)c1
-12%,COc1ccc(CN(C(=O)/C=C/C(=O)c2ccc(OC)cc2O)C(C(=O)NC2CCCCC2)c2ccncc2)cc1 (configuration not stated)
-16%,COc1ccc(CN=Cc2c(O)[nH]c3ccccc23)cc1
-42%,CN(C)N1C(N)=C(C#N)C(c2cccs2)C2=C1CCCC2=O (configuration not stated)
-5%,O=C(COC(=O)CC(c1ccccc1)c1ccccc1)Nc1ccc(F)c(F)c1
5%,COc1ccc(CN2CCN(CCc3ccccc3)C(CCO)C2)c(O)c1 (configuration not stated)

An excerpt; count on the stated rates, not on these rows.
